# Screening results from PubChem BioAssay.
# TAG inh: triacylglycerol accumulation inhibition; AID 651582; 0.66% of 230,000 active; H9c2 cells, Nile Red lipid (TAG) fluorescence; cells loaded with 200 µM oleic acid; inhibition, % at 12.5 µM;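 active means pattern-corrected inhibition of lipid staining of at least 50% with the nuclear-stain viability signal not falling by more than 50%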;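 further: 0% = DMSO wells and 100% = triacsin C control wells; some results filed as inactive read as strong as hits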
# TAG inh DAPI viability: further read-out of TAG inh, marked with its call; DAPI nuclei signal change (viability), lower = more cytotoxic, %;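 whole-well DAPI fluorescence read on a plate reader as a viability signal; minus 50 percent equals half of cells still viable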
# Starred values were filed as active, the others as inactive; i = inactive. This is a subset; rates above refer to the full screens.
mol,TAG inh,TAG inh DAPI viability
CC(C)C[C@@H](CNCC(=O)[C@H](Cc1c[nH]c2ccccc12)NC(=O)c1[nH]cnc1C(=O)N[C@@H](C)CN)NC(=O)c1nc[nH]c1C(=O)N[C@@H](CC(=O)O)C(=O)O,8,2
CC(C)C[C@H](NC(=O)c1nc[nH]c1C(=O)N1CCN(C(=O)OC(C)(C)C)CC1)C(=O)OCc1ccccc1,16,-8
Nc1c(N(CCC2=CCCCC2)C(=O)C2CC2)c(=O)[nH]c(=O)n1Cc1ccccc1,-1,-1
O=C(c1ccc2c(c1)CCC2)N1CCN(Cc2c(F)cccc2Cl)CC1,-2,-10
Cc1ccc(C(=O)OCC(=O)Nc2ccc(S(N)(=O)=O)cc2)c(O)c1,2,-6
CC1(C)N=C(N)N=C(N)N1CCCCc1ccccc1,-20,-1
Cc1c(-n2cc(C(=O)c3cc(F)ccc3O)cc(C#N)c2=O)c(=O)n(-c2ccccc2)n1C,-4,8
C[C@H]1CN([C@@H](C)CO)S(=O)(=O)c2ccc(Br)cc2O[C@H]1CN(C)C(=O)NC1CCCCC1,-19,-3
CS(=O)(=O)NCCSCc1ccccc1,-10,-3
Cc1ccc(S(=O)(=O)N2CCOCC2)cc1NC(=O)COC(=O)COc1ccc(C#N)cc1,5,3
COc1ccc2[nH]c(C(=O)NCCN3CCOCC3)cc2c1,4,7
Cc1ccc(-c2nc3c(c(=O)c4ccccc4n3C)c(=O)n2Cc2ccco2)cc1,9,-1
Cc1ccc(C(=O)C[n+]2cc(-c3ccccc3)n3c2CCCCC3)cc1,-10,8
CCCCCCc1nc2ccccc2c(=O)n1NC(=O)c1c(O)c2c(n(CC(C)C)c1=O)CCCC2,-14,5
COc1cccc(NC(=O)Nc2ccccc2SC)c1,-24,7
Cc1cccc(N(CC(=O)Nc2c(C)n(C)n(-c3ccccc3)c2=O)S(C)(=O)=O)c1,1,1
CC(=O)c1cccc(CN2CCCC(N3CCN(c4ccccc4F)CC3)C2)c1 (configuration not stated),-2,0
CC[C@H](CO)Nc1nc(Nc2cccc(Cl)c2)c2ncn(C(C)C)c2n1,40,0
CC(=O)c1sc(NC(=O)CN2C(=O)C3CCCCC3C2=O)nc1-c1ccccc1 (configuration not stated),10,0
Cc1cc(C(=O)NC2CCCCCC2)c2ccccc2n1,-1,-4
CCOC(=O)N1CCN(C(=O)CCc2nc3sc4c(c3c(=O)[nH]2)CCCC4)CC1,-5,1
CC1(C)CC(NS(=O)(=O)OCC(Cl)(Cl)Cl)c2cc(C#N)ccc2O1 (configuration not stated),16,0
CC1CN(C(=O)c2ccccc2NS(=O)(=O)c2ccc(Cl)cc2)CC(C)O1 (configuration not stated),-6,3
CC(NC(=O)COC(=O)c1nc(Cl)ccc1Cl)c1ccccc1 (configuration not stated),7,4
COc1cccc(NC(=O)c2nn(C34CC5CC(CC(C5)C3)C4)cc2[N+](=O)[O-])c1,38,7
COc1ccc(Cl)cc1-c1nc(-c2ccncc2)no1,5,-4
O=C1NC(=S)SC1=C1CCCC1,-26,-3
Cc1ccc(SC2=C(N(C)C)C(=O)c3ccccc3C2=O)cc1,-10,-37
CCCS(=O)(=O)NC(=O)C1(C)CCCN(C(=O)c2cc(C)nn2C(C)(C)C)C1 (configuration not stated),4,0
Cc1ccccc1Oc1nc(-c2ccccn2)nc2ccccc12,57*,-20*
CCc1nnc(NC(=O)CCC(=O)N2CCN(Cc3ccc(Cl)cc3)CC2)s1,-8,9
O=[N+]([O-])c1cccc(-n2nnnc2CNCc2ccccc2)c1,-7,10
CCCN(CC(=O)Nc1ccccc1C)C(=O)C1CC(=O)N(c2ccccc2OCC)C1 (configuration not stated),-8,5
Cc1cccc(-n2ncc3c2CCCC3NC(=O)CCN2Cc3ccccc3C2=O)c1C (configuration not stated),5,4
CCCCOc1ccc(S(=O)(=O)N2CCN(c3ccc(N4CCN(CC)CC4)nn3)CC2)cc1,-2,17
COc1ccc(S(=O)(=O)NCC2CCCN(Cc3cccnc3)C2)cc1 (configuration not stated),-13,10
COc1ccc(C2(CCN=Cc3ccc(N(C)C)cc3)CCOC(C)(C)C2)cc1 (configuration not stated),-5,1
COCCn1c(SCC(=O)NCCCN2CCCC2=O)nc2sc3c(c2c1=O)CCCC3,5,2
COc1ccc(-c2nc(NC(=O)C3CCN(c4nc5ccccc5o4)CC3)sc2C)cc1,66*,-1.4*
CCN(C(=O)COc1ccc2ccc(=O)oc2c1)C1CCCCC1,16,-3
Cc1cc(C)nc(NS(=O)(=O)c2ccc(CC(C)C)cc2)c1,-15,3
CC(=O)c1c(C)[nH]c(C(=O)CSc2nnc(NC3CC3)s2)c1C,-25,-13
NS(=O)(=O)c1cccc(NS(=O)(=O)c2ccc(/C=C/C(=O)OCC(=O)c3ccc(Br)cc3)cc2)c1,13,-2
Cc1cccc(-c2oc3ccc(-c4ccc5c(c4)OCO5)cc3c2/C=C/c2ccc(N)cc2)c1,10,i
O=C(Nc1nccs1)c1ccc(Cl)c(S(=O)(=O)N2CCOCC2)c1,2,2
COc1cc(/C=N/N(c2ccccc2)c2ccccc2)ccc1O,-7,0
CCC1(c2ccc(F)cc2)NC(=O)N(CC(=O)N2c3ccccc3CC2C)C1=O (configuration not stated),-2,2
CC(C)Cn1c(N)c(C=O)c(=O)n(C)c1=O,8,-3
COc1cc(C2C(C(=O)c3cccs3)=C(O)C(=O)N2CCN2CCOCC2)cc(OC)c1OC (configuration not stated),3,1
O=C(NNC(=O)c1ccccc1O)c1ccc(Cl)cc1,16,-10
CCOC(=O)N1CCC(N2Cc3cccc(C(=O)NCc4ccccc4OC)c3C2=O)CC1,14,-7
CSc1nc2sc3c(c2c(=O)n1CC(C)C)CC(C)(C)OC3,-14,5
Cc1[nH]n2c(=O)cc(Cc3ccccc3)nc2c1C#N,-2,0
COc1ccc(-c2cc(NC=O)c3ncc(-c4ccc(C(C)=O)cc4)n3c2)cc1OC,24,2
CCOC(=O)c1nn(-c2ccc(C)cc2)c(=O)cc1OCC(=O)Nc1ccc(OC)cc1,2,-6
C=CCC(NC(=O)c1ccc(C#N)cc1)C(=O)NCCC (configuration not stated),3,-5
CCOC(=O)c1c(O)c2c(n(Cc3ccco3)c1=O)CCCC2,23,-11
CCN(CCNC(=O)c1ccc(CSc2nc3ccncc3[nH]2)cc1)c1ccccc1,3,5
O=[N+]([O-])c1ccc(-c2ccn[nH]2)o1,0,1
O=C(CCN1C(=O)c2ccc([N+](=O)[O-])cc2C1=O)Nc1ccc(O)cc1C(=O)O,-14,4

# Further records
mol,TAG inh,TAG inh DAPI viability
COC(=O)c1cnn2c(C(F)(F)F)cc(-c3ccc(F)cc3)nc12,-4,4
CCOC(=O)C1(CCc2ccccc2)CCN(Cc2c(O)cccc2OC)CC1,-13,18
Cn1c(=O)[nH]c(=O)c2c1nc1n2CCCN1CCc1ccccc1,-69,7
COc1ccc(C(=O)CSc2nnc(CNC(=O)c3ccc(S(=O)(=O)N(C)C)cc3)o2)cc1,-7,5
O=C(Nc1ccc(F)cc1F)c1c(C(F)(F)F)ccnc1Oc1ccc(Cl)cc1,21,-15
C/C(=N\NC(=S)NCc1ccccc1)c1ccc(C)o1,2,5
CCOC(=O)c1ccc(NC2=CC(=O)C(=O)c3ccccc32)cc1,80*,-26*
COc1ccc(/C=C/C(=O)Nc2cccnc2)cc1OC,26,8
CC(=O)Nc1ccc(NC(=O)CSc2nnc(NC(=O)c3ccc(Br)o3)s2)cc1,1,4
COc1ccc(-n2ncc3c(NCc4ccco4)ncnc32)cc1,-38,2
CC(C)CC(N)c1csc(NC(=O)NCCc2ccccc2)n1 (configuration not stated),18,-6
COc1ccc(OCCSc2nc(C)nc3ccccc23)cc1,-13,7
Cc1ccccc1P(=O)(c1ccccc1)c1ccccc1C,-21,-6
CC(NC(=O)C1CCC(CNc2c(N3CCCCC3)c(=O)c2=O)CC1)c1ccccc1 (configuration not stated),12,-11
O=C(c1ccc(S(=O)(=O)N2CCOCC2)cc1)N1CCN(S(=O)(=O)c2ccc(Cl)s2)CC1,-25,10
COc1cc2c(cc1OC)CN(C(=O)CCNS(=O)(=O)c1ccccc1F)CC2,-35,2
Cc1ccc(S(=O)(=O)N2CCCC2C(=O)NCCc2nc3ccccc3[nH]2)cc1 (configuration not stated),32,0
COc1ccc(NC(=O)c2cc(C3CCCCN3C(=O)c3ccccc3)on2)c(C)c1 (configuration not stated),0,-11
CCOC(=O)[C@@H]1[C@H]2COc3ccccc3[C@@H]2N2C(=O)N(c3ccc(Cl)cc3)C(=O)[C@@]12C,10,0
C=CCn1c(SCCCc2ccccc2)nc2c1c(=O)[nH]c(=O)n2C,-37,11
NC(=O)Cn1nnc(-c2ccccc2NC(=O)c2cnccn2)n1,-17,2
CCn1c(C)cc(=S)c2ccccc21,-70,15
Cc1cccc(NS(=O)(=O)c2ccc(C)c(C(=O)NCC(c3cccs3)N3CCOCC3)c2)c1 (configuration not stated),-60,-10
Cc1ccc(NC(=S)NC2CCCCC2)cc1S(=O)(=O)N(C)C,-12,-6
N#Cc1ccccc1OCC(=O)Nc1ccc(N2CCOCC2)cc1N1CCOCC1,8,-9
O=C(C(Sc1ccccc1)c1ccc(Br)cc1)N1CCOCC1 (configuration not stated),-10,-8
COC(=O)c1ccc(/C=N/OCC(=O)NC2CCCCCCC2)cc1,-1,-11
Cc1ccc(SCc2[nH]nc3c2C2(C(=O)N(C)c4ccccc42)C(C#N)=C(N)O3)cc1 (configuration not stated),6,1
COC(=O)[C@@]1(Cc2ccccc2)[C@H]2C(=O)N(Cc3ccccc3)C(=O)[C@H]2[C@H]2CN=C(SCC3CC3)N21,26,2
Cc1ccc(C2CC(c3ccc(Cl)cc3)=NNC2=O)cc1 (configuration not stated),4,-6
COc1ccc(NC(=O)C23CC4CC(C2)CC(n2cnc(Br)n2)(C4)C3)c(OC)c1,12,-1
Cc1cccc(C(O)c2ncc(-c3ccc4ccccc4c3)[nH]2)c1C (configuration not stated),-6,1
Cc1nc([N+](=O)[O-])c(N2CCOCC2)n1Cc1ccccc1,-2,-2
COc1ccc(NC(=O)C2=NN(c3ccccc3)C(=O)CC2)cn1,7,-7
CCNC(=S)Nc1ccc(C)c(Cl)c1,3,5
COc1ccc(CN2C(=O)C(CC(=O)NCCc3ccccn3)CC(C(=O)N(C(C)C)C(C)C)=C2C)cc1 (configuration not stated),6,1

# 3 compounds out of the list, arranged by SMILES length, falling:
mol,TAG inh,TAG inh DAPI viability
COc1ccc(CN2C(=O)C(CC(=O)NCCc3ccccn3)CC(C(=O)N(C(C)C)C(C)C)=C2C)cc1 (configuration not stated),6,1
Cc1nc([N+](=O)[O-])c(N2CCOCC2)n1Cc1ccccc1,-2,-2
Cc1ccc(C2CC(c3ccc(Cl)cc3)=NNC2=O)cc1 (configuration not stated),4,-6

# (listing goes on)
mol,TAG inh,TAG inh DAPI viability
O=C(CN1CCC(C(=O)O)CC1)Nc1ccccc1Oc1ccccc1,-14,22
O=C(Nc1ccccc1Cl)Nc1ccnn1C1CCN(C(=O)c2cscn2)CC1,4,7
O=C(Cc1ccc(F)cc1)OCC(=O)N1CCN(S(=O)(=O)c2ccc(Cl)cc2)CC1,16,6
COCC(=O)NCc1nc2ccccc2[nH]1,2,-4
CCCc1ncc(C(O)(c2ccccc2)c2ccccc2)n1C,3,3
CN1CCCC(OC(=O)c2ccc(C(C)(C)C)cc2)C1 (configuration not stated),2,7
CCC(C)(C)C1CCC(=NNC(=S)Nc2ccccc2)CC1 (configuration not stated),-38,8
CCOC(=O)c1cnn(-c2nc(-c3ccccc3)nc3c2COC(C)(C)C3)c1N,54*,-17*
CCOC(=O)N1CCC(NC(=O)c2cc(C(=O)Nc3ccc(OCC)cc3)ccc2CO)CC1,6,0
CCOC(=O)C1CCN(C(=O)c2ccc3c(=O)n4nc(Nc5ccccc5OC)sc4nc3c2)CC1,12,1
COC(=O)c1sccc1-n1cccc1C(=O)C(=O)N1CC(C)OC(C)C1 (configuration not stated),-21,16
CCN(CC)CCN1C(=O)C(=O)/C(=C(/O)c2ccc(F)cc2)C1c1cccnc1 (configuration not stated),5,8
COc1cc(/C=C/C(=O)OCC(=O)NC(=O)NCc2ccco2)ccc1OC(F)F,4,-8
CCCOc1ccc(C(=O)CCC(=O)OCC(=O)N2CC(=O)Nc3ccccc32)cc1,-10,9
COc1ccc(/C=N/NC(=O)CN2CCN(Cc3ccccc3)CC2)cc1Br,5,7
O=C(NCc1ccccc1)c1onc(CSc2ccccc2)c1C(=O)NCc1ccccc1,-23,4
CN(C)c1nc(N)c([N+](=O)[O-])c(NCC2CCCO2)n1 (configuration not stated),3,-5
CCn1c(O)c(C=Nc2ccccc2)n(-c2ccccc2)c1=S,21,3
Cc1nnc(SCC(=O)Nc2ccc(S(=O)(=O)N3CCCCC3)cc2)s1,7,-9
CC(NC(=O)c1cccnc1)C(=O)N1CCCCC1 (configuration not stated),20,1
COc1cccc(CC2(CO)CCCN(Cc3ccccc3-c3ccco3)C2)c1 (configuration not stated),-19,9
COC(=O)c1cc(NS(=O)(=O)c2ccc(C)c3ccccc23)ccc1N1CCOCC1,6,-7
COc1ccc(OC)c(NC(=O)C(=O)NNC(=O)C23CC4CC(CC(C4)C2)C3)c1,-8,4

# Entries of single compounds from above.
# COc1cc(/C=C/C(=O)OCC(=O)NC(=O)NCc2ccco2)ccc1OC(F)F is entered as TAG inh: 4; TAG inh DAPI viability: -8
# CC(NC(=O)c1cccnc1)C(=O)N1CCCCC1 (configuration not stated) is entered as TAG inh: 20; TAG inh DAPI viability: 1
